MEP2 TOR yeast: modulators of MEP2-GFP levels in yeast, primary screen, S. cerevisiae, multiplex flow cytometry, MLPCN library; S. cerevisiae MEP2-GFP strain, 3 h; 100% = DMSO control level; GFP response vs DMSO, % at 10 µM; 330,000 tested, 0.51% active;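 active = GFP response versus DMSO above a set limit, roughly screen mean plus 3 SD, cut at about 180% in these data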;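 also: median GFP fluorescence of the barcode-gated MEP2-GFP cells per well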
LAP4-GFP MLPCN: modulators of LAP4-GFP expression in yeast, primary screen, S. cerevisiae, multiplex flow cytometry, MLPCN library | 3 h; median GFP as percent of DMSO wells | GFP response vs DMSO, % at 10 µM | 320,000 tested, 0.34% active | AID 2023, 2009;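 active = GFP response vs DMSO above a set limit, about the screen mean plus 3 SD, cut at about 150% in these data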
AGP1-GFP MLPCN: modulators of AGP1-GFP expression in yeast TOR pathway, primary screen, cell-based, multiplex flow cytometry, S. cerevisiae, MLPCN library; 320,000 tested, 0.02% active; 3 h; GFP as percent of DMSO wells; GFP response vs DMSO, % at 10 µM;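 active = GFP response relative to DMSO above a set limit, near screen average plus 3 SD, cut at about 150% in these data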;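 also: median GFP channel fluorescence of the gated AGP1 strain per well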
CIT2 TOR yeast: modulators of CIT2-GFP expression in yeast, primary screen, S. cerevisiae, GFP fusion, multiplex flow cytometry, MLPCN library; GFP response vs DMSO, % at 10 µM; S. cerevisiae CIT2-GFP strain, 3 h; 100 means same as DMSO wells; 320,000 tested, 0.065% active; AID 2029, 2009;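 active = GFP response relative to DMSO above a set limit, near the screen mean plus 3 SD, cut at about 150% in these data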;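 also: ratio of well median GFP fluorescence to mean of DMSO wells on the plate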
RPL19A TOR yeast: RPL19A-GFP expression modulators in yeast, primary screen, cell-based, S. cerevisiae, multiplex flow cytometry, MLPCN; S. cerevisiae RPL19A-GFP strain, 3 h; active compounds read low; 330,000 tested, 0.3% active; percent response vs DMSO, % at 10 µM; AID 2025, 2009;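 active = percent response vs DMSO below 50%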;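 also: median channel GFP fluorescence of the barcoded RPL19A-GFP strain; ratio of sample median GFP to plate DMSO average so 100% = DMSO; lower means less RPL19A-GFP as with rapamycin TOR inhibition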
VLA-4 inh: inhibition in human VLA-4 binding assay, primary screen, VLA-4 allosteric modulator project, MLPCN library, flow cytometry, VLA-4 expressing cells; ligand binding flow cytometry; Integrin alpha-4 (Homo sapiens), P13612; 330,000 tested, 0.2% active; inhibition, % (about 7 µM as worked out from the volumes in the protocol); in the data active = inhibition above about 50%
GRK2 inh: compounds blocking aptamer binding on GRK2 – biochemical, human GRK2, bead flow cytometry, HTS, primary screen; FAM-aptamer displacement from GRK2; Beta-adrenergic receptor kinase 1 (Homo sapiens), P25098; 330,000 tested, 0.59% active; inhibition of aptamer binding, % at 10 µM; AID 488847, 2010;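 active = inhibition of aptamer binding above 40%, roughly 3 SD of noise, on plates passing a quality check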;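 also: median bead fluorescence of bound FAM aptamer so fluorescent compounds give negative values; no value below 0 was filed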
Target sequence (P25098 whole entry, looked up): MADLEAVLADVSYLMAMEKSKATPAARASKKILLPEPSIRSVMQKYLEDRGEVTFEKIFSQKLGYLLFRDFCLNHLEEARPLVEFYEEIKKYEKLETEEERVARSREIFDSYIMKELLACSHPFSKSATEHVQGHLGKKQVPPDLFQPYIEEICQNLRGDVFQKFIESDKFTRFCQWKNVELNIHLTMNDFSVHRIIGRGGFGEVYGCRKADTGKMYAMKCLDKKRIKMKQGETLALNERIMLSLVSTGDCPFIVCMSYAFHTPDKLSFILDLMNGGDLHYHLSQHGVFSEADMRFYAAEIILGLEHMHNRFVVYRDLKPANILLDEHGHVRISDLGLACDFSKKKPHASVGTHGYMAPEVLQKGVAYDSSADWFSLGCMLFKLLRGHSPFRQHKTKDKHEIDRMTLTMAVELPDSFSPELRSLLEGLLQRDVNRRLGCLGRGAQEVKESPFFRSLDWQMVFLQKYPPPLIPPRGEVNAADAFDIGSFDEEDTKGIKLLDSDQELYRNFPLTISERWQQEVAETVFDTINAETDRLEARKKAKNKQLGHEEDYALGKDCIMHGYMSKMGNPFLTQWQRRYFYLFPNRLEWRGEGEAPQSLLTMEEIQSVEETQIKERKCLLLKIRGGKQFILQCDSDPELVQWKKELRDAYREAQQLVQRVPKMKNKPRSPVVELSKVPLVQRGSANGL
Yeast superoxide: reduction of superoxide in aged yeast, primary screen, HTS | S. cerevisiae aged cells, superoxide DHE fluorescence; active compounds read low | superoxide response (% of plate mean), % at 10 µM | 330,000 tested, 0.18% active;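 active = superoxide response under a set limit, about three screen SD below normal, cut at about 65% in these data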;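 also: yeast aged for seven days with compound at 30 °C before DHE staining; 100% = average MFI of all compound-treated wells on the plate with controls excluded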
Numbers without * were called inactive; nt = no result given.

SMILES | MEP2 TOR yeast | LAP4-GFP MLPCN | AGP1-GFP MLPCN | CIT2 TOR yeast | RPL19A TOR yeast | VLA-4 inh | GRK2 inh | Yeast superoxide
COc1ccccc1C(CC(N)=O)c1ccco1 (stereo not drawn) | 98 | 110 | 105 | 100 | 103 | 3 | 2 | 98
O=C(Nc1cc(C(F)(F)F)ccc1-n1cnc2ccccc21)c1ccccc1 | 90 | 99 | 93 | 89 | 97 | 9 | 0 | 103
CCCCC(NC(=O)CCc1c(C)c2cc3c4c(oc3c(C)c2oc1=O)CCCC4)C(=O)O (stereo not drawn) | 114 | 99 | 103 | 101 | 109 | -5 | 9 | 115
CCOC(=O)/C(C#N)=N/Nc1ccccc1C(=O)O | 108 | 101 | 106 | 105 | 109 | -8 | 0 | 110
CCOc1ccccc1/C=C(\C#N)C1=CCCC1 | 103 | 94 | 101 | 107 | 104 | 10 | 2 | 96
COC(=O)CSC1=C(C#N)C(c2sccc2C)CC(=O)N1 (stereo not drawn) | 102 | 107 | 112 | 96 | 102 | 12 | 0 | 95
COc1cc(OC)cc(-n2nnnc2SCC(=O)N2CCCC2)c1 | 114 | 97 | 111 | 110 | 99 | 19 | 1 | 81
COc1ccc(S(N)(=O)=O)cc1C(=O)OCCCOc1ccc(F)cc1 | 107 | 96 | 102 | 103 | 104 | -8 | 0 | 90
CN(C#N)c1nc(N2CCOCC2)nc(N2CCOCC2)n1 | 111 | 97 | 99 | 98 | 99 | 14 | 0 | 76
CC(C1CC1)N(C(=O)c1ccccc1O)c1ccccc1 (stereo not drawn) | 100 | 101 | 98 | 99 | 98 | 11 | 0 | 102
Cc1cc(C)c(NC(=O)Cn2ncc3ccccc32)c(C)c1 | 110 | 94 | 106 | 103 | 108 | 4 | 26 | 104
O=C(CCN1C(=O)/C(=C/c2ccc(F)cc2)SC1=S)NC1C=CS(=O)(=O)C1 (stereo not drawn) | 99 | 103 | 110 | 104 | 102 | 3 | 0 | 98
CCCCC(CC)C(=O)Nc1cc([N+](=O)[O-])ccc1F (stereo not drawn) | 115 | 108 | 101 | 96 | 102 | -19 | 2 | 92
N#Cc1c(N)nc2c(c1-c1cccc(O)c1)CCCCCC2 | 98 | 99 | 103 | 101 | 99 | 3 | 0 | 89
O=C(CCC(=O)OCCCC(F)(F)C(F)(F)F)NC1CCCCC1 | 102 | 99 | 101 | 96 | 100 | 3 | 1 | 138
CC1CCN(S(=O)(=O)c2cn(CC(=O)Nc3ccc(C#N)cc3)cn2)CC1 | 108 | 103 | 101 | 99 | 100 | -1 | 0 | 104
CCc1ccc2[nH]c(=O)c(C(c3nnnn3Cc3ccccc3)N3CCOCC3)cc2c1 (stereo not drawn) | 92 | 95 | 81 | 82 | 87 | -6 | 2 | 104
CC(=O)Nc1cccc(NC(=S)Nc2cccc(Cl)c2C)c1 | 120 | 116 | 96 | 80 | 96 | 1 | 0 | 90
CN(C(=O)OCc1ccccc1)C(CC(N)=O)C(=O)O (stereo not drawn) | 95 | 96 | 93 | 94 | 94 | 10 | 0 | 92
CN(C)c1ccc(NC(=O)CSc2nc3c(c(=O)[nH]2)CCCC3)cc1 | 107 | 107 | 106 | 105 | 104 | 3 | 0 | 106
O=c1oc2cc(O)ccc2cc1S(=O)(=O)c1ccccc1 | 115 | 107 | 101 | 92 | 101 | 17 | 2 | 92
N#C/C(=C\c1ccc(Cl)cc1)C(=O)Nc1cccnc1 | 92 | 128 | 113 | 106 | 90 | -8 | 1 | 97
COc1ccccc1Oc1ccccc1[N+](=O)[O-] | 96 | 105 | 94 | 90 | 94 | 3 | 2 | 112
CCc1nnc(NC(=O)C2CCCCN2S(=O)(=O)c2ccccc2)s1 (stereo not drawn) | 100 | 104 | 101 | 109 | 96 | -1 | 0 | 88
C[C@@H]1COC(=O)[C@@H](Cc2ccc(F)cc2)C/C=C\C[C@@H](CC(=O)N(CCO)Cc2ccccc2)C(=O)N1 | 94 | 91 | 99 | 98 | 98 | 19 | 5 | 106

(more compounds)
SMILES | MEP2 TOR yeast | LAP4-GFP MLPCN | AGP1-GFP MLPCN | CIT2 TOR yeast | RPL19A TOR yeast | VLA-4 inh | GRK2 inh | Yeast superoxide
CN(C)S(=O)(=O)c1cccc(COC(=O)C2=COCCO2)c1 | 108 | 109 | 107 | 114 | 112 | 11 | 1 | 106
O=C1CSC(c2cccnc2)N1Cc1ccc(Cl)cc1Cl (stereo not drawn) | 102 | 105 | 102 | 90 | 101 | 9 | 0 | 108
COc1ccc(C(C#N)CCC2OCCO2)cc1OC (stereo not drawn) | 92 | 89 | 87 | 105 | 99 | 15 | 0 | 95
CCOC(=O)c1cccnc1NC(=O)c1ccccc1 | 107 | 102 | 102 | 103 | 106 | -4 | 0 | 107
CCCc1c(OCCCOc2ccc(OCC(=O)O)cc2)ccc(C(C)=O)c1O | 95 | 107 | 90 | 84 | 99 | 0 | 0 | 101
ON1C2CCCCC2N(O)C1c1c(F)c(F)c(F)c(F)c1F (stereo not drawn) | 97 | 96 | 93 | 89 | 94 | 4 | 0 | 114
Cc1cccc(NC(=O)c2ccco2)c1C | 107 | 85 | 102 | 112 | 111 | 22 | 0 | 96
Cc1cccc(-n2cnc3cc(C(=O)N4CCc5ccccc54)ccc32)c1 | 95 | 114 | 83 | 76 | 90 | -16 | 3 | 104
CC1CCCCC1NC(=O)CCS(=O)(=O)c1cc2c(cc1Cl)NC(=O)CO2 (stereo not drawn) | 99 | 107 | 103 | 105 | 99 | -8 | 0 | 89
CN(C)S(=O)(=O)Nc1ccc2c(c1)Cc1ccccc1-2 | 97 | 99 | 99 | 90 | 96 | -15 | 1 | 97
CCOC(=O)C1CCCN(c2nc(C)nc3c2oc2ccccc23)C1 (stereo not drawn) | 91 | 95 | 91 | 97 | 95 | 4 | 4 | 102
COc1ccc2c(c1OC)C(=O)N1c3cccc(Cl)c3C(=O)OC21 (stereo not drawn) | 106 | 103 | 111 | 113 | 106 | 14 | 0 | 90
CCCCC(=O)OCc1nc(N)nc(Nc2ccccc2C)n1 | 93 | 94 | 94 | 94 | 97 | -3 | 0 | 100
Cc1cccc2sc(N(CCCN3CCOCC3)C(=O)CS(=O)(=O)c3ccc(F)cc3)nc12 | 95 | 108 | 107 | 105 | 101 | -9 | 1 | 93
CCOC(=O)c1sc(NC(=O)CCN2CCOCC2)c(C(=O)OCC)c1C | 95 | 85 | 104 | 100 | 95 | -4 | 5 | 97
O=C1C=C(c2cc(C(F)(F)F)cc(C(F)(F)F)c2)C[C@@H](c2ccc(Cl)cc2)C1 | 94 | 99 | 97 | 91 | 96 | 0 | 1 | 99
CCOC(=O)c1cc(NC(=O)C2C3C=CC(O3)C2C(=O)O)cc(C(=O)OCC)c1 (stereo not drawn) | 99 | 94 | 89 | 93 | 97 | -2 | 0 | 94
COc1ccc(C(C(=O)NCc2ccccc2)N(Cc2ccco2)C(=O)c2cnccn2)cc1 (stereo not drawn) | 89 | 88 | 96 | 94 | 95 | -7 | 2 | 96
CCOc1ccc(N(CC(=O)Nc2cccc(Br)c2)S(C)(=O)=O)cc1 | 102 | 98 | 104 | 103 | 103 | 0 | 0 | 112
O=C(Nc1nnc(-c2ccc(F)cc2)s1)Nc1ccccc1F | 103 | 108 | 104 | 98 | 98 | 6 | 0 | 95
CCn1cc(C(=O)N(CCCN2CCOCC2)Cc2ccco2)c(=O)c2ccc(C)nc21 | 108 | 86 | 98 | 96 | 101 | 12 | 4 | 86
Cc1ccc(S(=O)(=O)n2c([N+](=O)[O-])cnc2C)c(C)c1C | 97 | 99 | 97 | 94 | 97 | 11 | 0 | 104
COc1ccccc1CNC(=O)C(=O)NCC1OCCN1S(=O)(=O)c1ccccc1 (stereo not drawn) | 97 | 101 | 104 | 98 | 103 | -20 | 0 | 102
COC(=O)c1cc(C)sc1NC(=O)C1CC(=O)NN1Cc1ccccc1 (stereo not drawn) | 105 | 91 | 104 | 103 | 103 | -3 | 7 | 97
CC(=O)N1CCC(O)(c2cccc(C(F)(F)F)c2)CC1 | 100 | 92 | 100 | 102 | 96 | 2 | 2 | 99

Whole records, looked up by structure. Order of screens: MEP2 TOR yeast, LAP4-GFP MLPCN, AGP1-GFP MLPCN, CIT2 TOR yeast, RPL19A TOR yeast, VLA-4 inh, GRK2 inh, Yeast superoxide
CC(=O)Nc1cccc(NC(=S)Nc2cccc(Cl)c2C)c1 is listed with 120, 116, 96, 80, 96, 1, 0, 90
Cc1cc(C)c(NC(=O)Cn2ncc3ccccc32)c(C)c1 is listed with 110, 94, 106, 103, 108, 4, 26, 104
O=C(CCN1C(=O)/C(=C/c2ccc(F)cc2)SC1=S)NC1C=CS(=O)(=O)C1 (stereo not drawn) is listed with 99, 103, 110, 104, 102, 3, 0, 98
COc1ccccc1Oc1ccccc1[N+](=O)[O-] is listed with 96, 105, 94, 90, 94, 3, 2, 112
CN(C)c1ccc(NC(=O)CSc2nc3c(c(=O)[nH]2)CCCC3)cc1 is listed with 107, 107, 106, 105, 104, 3, 0, 106

The listing continues:
SMILES | MEP2 TOR yeast | LAP4-GFP MLPCN | AGP1-GFP MLPCN | CIT2 TOR yeast | RPL19A TOR yeast | VLA-4 inh | GRK2 inh | Yeast superoxide
Cc1c(C(=O)N2CCN(S(=O)(=O)c3ccc(F)cc3)CC2)oc2ccccc12 | 103 | 104 | 103 | 96 | 101 | -12 | 2 | 103
C/C(=N\NC(=O)c1ccc(Cl)cc1)c1cccc(NC(=O)c2cccnc2)c1 | 107 | 102 | 105 | 93 | 102 | 1 | 4 | 115
COc1cc(/C=N/n2nnnc2Nc2ccccc2)cc(OC)c1OC | 101 | 95 | 96 | 102 | 98 | 19 | 0 | 98
CN(CC(=O)Nc1ccc(F)cc1)C(=O)CN1C(=O)c2cccc([N+](=O)[O-])c2C1=O | 99 | 105 | 101 | 98 | 101 | 6 | 0 | 89
CC(C)N(C(=O)CS(=O)(=O)c1ccc(Cl)c(Cl)c1)C(C)C | 95 | 98 | 94 | nt | 98 | -9 | 0 | 104
C/C(=N\NC(=O)C1CC1)c1ccc(N2CCOCC2)cc1 | 103 | 99 | 99 | 92 | 102 | 11 | 0 | 114
CCc1cc(Cn2nc(-c3ccccc3)cc2C(=O)NCC2CC2)on1 | 95 | 115 | 83 | 83 | 102 | -2 | 5 | 95
CC1CCCN(C(=O)Cn2nnc(-c3ccc([N+](=O)[O-])cc3)n2)C1 (stereo not drawn) | 124 | 112 | 107 | 107 | 117 | 5 | 0 | 110
CCNc1nc(N2CCOCC2)nc(N(c2ccccc2)c2ccccc2)n1 | 105 | 108 | 106 | 116 | 101 | -13 | 1 | 89
CC1CCCC(NC(=O)CCNC(=O)c2ccc([N+](=O)[O-])cc2)C1C (stereo not drawn) | 106 | 106 | 106 | 107 | 104 | 6 | 0 | 127
O=C(CSc1nc(=O)n(CCCN2CCOCC2)c2c1CCCC2)Nc1cccc(Cl)c1 | 99 | 105 | 107 | 100 | 93 | 4 | 0 | 87
O=C(CC1Nc2ccccc2NC1=O)NCC1COc2ccccc2O1 (stereo not drawn) | 96 | 97 | 104 | 100 | 98 | 10 | 0 | 92
COC(=O)c1ccc(NC(=O)CN2C(=O)CCC2=O)cc1 | 100 | 101 | 104 | 109 | 100 | -2 | 0 | 99
CCN(CC(=O)N1CCN(C)CC1)S(=O)(=O)c1ccc(Cl)cc1 | 96 | 99 | nt | 109 | 97 | -9 | 0 | 102
N#C/C(=C/c1ccc(Sc2nc3ccccc3[nH]2)o1)c1cccc(Br)c1 | 98 | 99 | 92 | 86 | 96 | -1 | 1 | 133
